Polio RdRp inh: poliovirus RNA polymerase inhibition; P03300; poliovirus polymerase elongation, fluorescence polarization; stronger effect = lower value; % elongation, % (compound at 16.7 µg/mL); hit rate 0.66% among 150,000; in the data active means % elongation below about 90%; further: some results filed as inactive read as strong as hits
Target sequence (P03300 1749-2209 limits assumed): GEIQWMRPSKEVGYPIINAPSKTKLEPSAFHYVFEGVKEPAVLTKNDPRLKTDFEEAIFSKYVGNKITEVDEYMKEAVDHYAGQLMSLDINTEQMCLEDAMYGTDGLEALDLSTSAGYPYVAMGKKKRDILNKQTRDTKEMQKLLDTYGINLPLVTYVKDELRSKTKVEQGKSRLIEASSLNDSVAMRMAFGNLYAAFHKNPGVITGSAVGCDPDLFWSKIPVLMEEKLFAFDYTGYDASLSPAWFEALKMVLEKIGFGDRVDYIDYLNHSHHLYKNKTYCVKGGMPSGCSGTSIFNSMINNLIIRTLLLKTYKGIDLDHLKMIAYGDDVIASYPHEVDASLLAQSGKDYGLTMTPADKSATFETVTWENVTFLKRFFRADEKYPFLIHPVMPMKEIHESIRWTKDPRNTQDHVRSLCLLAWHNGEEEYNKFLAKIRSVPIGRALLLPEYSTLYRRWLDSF
Polio RdRp inh FP z-score: further read-out of Polio RdRp inh, marked with its call; z-score; measured here: FP z-score; hits read low
* hit, by the source's call; ! = not confirmed by another sample.

SMILES	Polio RdRp inh	Polio RdRp inh FP z-score
CC(C)(C)NP(C)(=O)C(C)(C)C (configuration not stated)	99	-0.1
CC(NC(=O)c1ccc(F)cc1)C(=O)O (configuration not stated)	102	0.1
O=C(COc1ccc(Cl)cc1)NCCc1csc(-c2cccc(F)c2)n1	105	-0.3
Cc1cccc(C)c1NC(=O)Cn1nnc(S(=O)(=O)c2ccccc2)c1N	104	0
CC(=O)Nc1ccc(C(=O)NCCN2CCOCC2)cc1	101	0
Cn1nc(-c2ccccc2F)c2cc(C(=O)NCc3ccc(Cl)cc3)sc21	104	-0.8
CCOc1ccc(N/C(N)=N/c2nc(C)cc(C(F)(F)F)n2)cc1	100	-0.2
CCOCCCn1c(=N)c(C(=O)NC(C)c2ccccc2)cc2c(=O)n3cc(C)ccc3nc21 (configuration not stated)	108	-0.4
CCN(CC)C(=O)C1CCCN(C2=NS(=O)(=O)c3ccccc32)C1 (configuration not stated)	106	0.5
CCN(CC)S(=O)(=O)c1ccc(Nc2ccc(OC)cc2OC)nc1	101	-0.2
O=C(Cn1c(=O)n(Cc2ccc(F)cc2)c(=O)c2sc3ccccc3c21)NCc1ccccc1Cl	108	0.6
Cc1cccc(NC(=O)CSc2ncc3c(n2)-c2ccccc2N(Cc2ccc(F)cc2)S3(=O)=O)c1C	113	0.5
CCc1ccc(S(=O)(=O)c2c[nH]c3cc(OC)c(OC)cc3c2=O)cc1	101	-0.4
COc1ccc(OC)c(S(N)(=O)=O)c1	101	0.4
COc1ccc(Cl)cc1NC(=O)CN(C)Cc1nc2ccsc2c(=O)[nH]1	102	-0.2
CCSc1nc2ccccc2c(=O)n1C1CCOC(C)(C)C1 (configuration not stated)	100	-0.1
CCCc1nc2ccccc2n1C(C)C(=O)O (configuration not stated)	104	0.7
Cc1ccc(S(=O)(=O)N2CCC(C(=O)Nc3ccc(C)c(Cl)c3)CC2)cc1	105	0
C[C@H]1O[C@@H](O[C@H]2[C@@H](O)C[C@H](O[C@H]3[C@@H](O)C[C@H](O[C@H]4CC[C@@]5(C)[C@H](CC[C@@H]6[C@@H]5C[C@@H](O)[C@]5(C)[C@@H](C7=CC(=O)OC7)CC[C@]65O)C4)O[C@@H]3C)O[C@@H]2C)C[C@H](O)[C@@H]1O	100	0.1
COc1cc(OC)cc(-c2cc(NC(C)=O)n[nH]2)c1	102	0.6
CCS(=O)(=O)N1CC(=O)N(c2ccc(Cl)cc2)C(C)(C(=O)NC2CCCCCC2)C1 (configuration not stated)	103	-0.7
COC(=O)c1ccccc1NC(=O)/C=C/c1ccc(C)o1	104	0.5
COc1ccc(C2=NN(C(=O)c3ccc(C)cc3)CC2)cc1	103	0.4
Cn1ccnc1SCC(=O)Nc1ccc(S(N)(=O)=O)cc1	105	0.9
Oc1c(C(c2ccc(Cl)cc2)N2CCC3(CC2)OCCO3)sc2nc(-c3ccco3)nn12 (configuration not stated)	108	0.5
CC(C)(C)C(=O)NC1CCN(S(=O)(=O)c2ccccc2C(=O)O)CC1	105	1.5
O=C(/C=C/c1ccco1)Nc1ccc(S(=O)(=O)N2CCCCC2)cc1	101	0.1
COC(=O)C(Cc1ccccc1)NC(=O)c1cc(-c2ccc3c(c2)OCCO3)oc1C (configuration not stated)	105	0.2
Nc1nc2ccc(C(=O)OC3CCCCC3)cc2s1	107	0.5
CC1CC(C)CN(CCCNC(=O)Cn2c3ccccc3c3cn[nH]c(=O)c32)C1 (configuration not stated)	103	0.2
Cc1ccc(/C=N/N2CCCCC2)o1	101	-0.3
CCCCNC(=O)CCCN1C(=O)CCn2nc(-c3cccn3C)cc21	103	-0.9
O=c1[nH][nH]c(=O)n1/N=C/C=C\c1ccccc1	99	-0.2
CCCn1c(SCC(=O)c2ccccc2)nnc1C(C)C	103	0.4
CC(=O)Nc1c(C)nn(-c2ccccc2)c1N1CCC(C(=O)Nc2ccc(F)cc2Cl)CC1	113	1.2
O=C(NCCc1ccc(Cl)cc1)c1ccc2c(=O)n(-c3ccccc3)c(=O)[nH]c2c1	100	-0.6
N#Cc1ccccc1OCC(=O)N1CCN(c2ccccc2)CC1	110	1.1
Cc1ccc(Cn2c(CCNC(=O)C(C)C)nc3ccccc32)cc1	104	-0.4
CCOC(=O)Nc1cccc2nsnc12	107	0.5
O=c1ccc(-c2ccc(S(=O)(=O)NCCSCc3ccco3)s2)n[nH]1	100	-0.2
Cc1cc(-c2ccc(Cl)cc2)c2c(=O)[nH][nH]c2n1	98	-0.4
CS(=O)(=O)N(Cc1cc2ccccc2[nH]c1=O)c1ccccc1	101	-0.5
N#CC(CCN1CCN(c2ccccc2)CC1)(c1ccccc1)c1ccccc1	108	0.5
COc1ccc(C(C)(C)C)cc1NC(=O)COC(=O)C1CC(=O)N(Cc2ccco2)C1 (configuration not stated)	101	-0.1
O=C(NN1C(=O)CCC1=O)c1cccc(Br)c1	100	-0.1
Cc1ccc(S(=O)(=O)/N=C2\C=C(Sc3ncn[nH]3)C(=O)c3ccccc32)cc1	102	0.2
FC(F)(F)c1ccnc(NCCNC(=S)Nc2ccc3c(c2)OCCO3)n1	100	-0.4
CCC(=O)N1CCc2cc(Br)cc(S(=O)(=O)N3CCN(c4ccccc4)CC3)c21	101	-1.1
CCCc1cc(=O)n2nc(N3CCC(C(=O)Nc4ccc(CC)cc4)CC3)sc2n1	121	7.2
O=C1CCCCC1Sc1nnc(-c2ccco2)n1-c1ccccc1 (configuration not stated)	105	0.3
O=C1C(O)=C(O)C(=O)C(O)=C1O	97*!	-0.4*!
Cc1cc(=S)n(-c2ccccc2)n1C	104	1.5
O=C(Nc1ccc(N2CCCCCC2)cc1)c1ccncc1	110	0.8
CCC(=O)N1CCc2cc(S(=O)(=O)CCC(=O)N3CCN(c4ccc(C(C)=O)cc4)CC3)ccc21	109	-0.1
CN(C)CCN(C(=O)c1ccco1)c1nc2c(F)cc(F)cc2s1	99	-1.4
Cc1ccc2c(c1)c1c3n2CCN(C(=O)c2c(-c4ccccc4Cl)noc2C)C3CCC1 (configuration not stated)	100	-0.1
Cc1ccc(S(=O)(=O)N2CCN(C(=O)CCC(=O)NC3CCCc4ccccc43)CC2)cc1 (configuration not stated)	105	0.3
O=C(c1ccccc1)N(C(=O)c1ccccc1)C(=O)c1ccccc1	102	-0.3
Cc1cccc(-c2nnc(C(C)Oc3cc(Cl)ccc3Cl)o2)c1 (configuration not stated)	106	0.5
COC(=O)c1cccc(Nc2cc(C)nc3ccccc23)c1	102	0.1

Next section:
SMILES	Polio RdRp inh	Polio RdRp inh FP z-score
COC(=O)C1=C(Nc2ccc(F)cc2F)CSC1	105	0
COc1cc(NC(=O)NCCc2c(C)nn(C)c2C)cc(OC)c1OC	105	-0.2
Cc1c(Cl)cccc1NC(=S)N(CCCN1CCCC(C)C1)Cc1ccco1 (configuration not stated)	102	0.4
COc1ccc2oc(=O)c(-c3nnc(NCc4ccc5c(c4)OCO5)s3)cc2c1	103	0.4
CN(C)Cc1nc2ccccc2c(=O)[nH]1	104	0.2
CCOc1ccc(C(=O)NCCc2sc3nc(-c4ccc(Cl)cc4)nn3c2C)cc1OCC	107	0.1
Cc1cc(=O)[nH]c(SCC(=O)OCc2ccccc2)c1C#N	100	-0.2
O=C(NCCc1ccc(Cl)cc1)c1c2c(nc3ccccc13)C(=O)N(C1CCCCC1)C2	110	0.4
CC(=O)c1ccc(NC(=O)c2cc(-c3ccc(Cl)c(Cl)c3)on2)cc1	106	0.4
CCSc1nnc(-c2ccc(Cl)cc2)o1	100	0
Cn1ncc2c(O/N=C/c3ccc(Cl)cc3Cl)ncnc21	103	0.4
O=C(Nc1ccc(Cl)cc1)N1CCC(O)CC1	104	0.3
COc1ccc(CCNC(=O)c2cc(=O)c3cc(C)c(C)cc3o2)cc1OC	106	-0.3
C/C(=C/C(=O)c1ccc(C)cc1)N1CCC(C(N)=O)CC1	108	0.7
CCc1cc(=O)oc2cc(OCC(=O)N(CC)CC)c(Cl)cc12	137	4.9
CCc1ccccc1NC(=O)c1cccn(Cc2ccccc2F)c1=O	112	1
O=C(NCCCCc1ccccc1)c1nn(-c2ccccc2F)nc1CO	103	-0.8
Cc1cc(=O)oc2[nH]c(=S)[nH]c(=O)c12	94	-1.8
COc1cccc(NC(=O)c2cc3c(-c4ccc(Cl)cc4)nn(C)c3s2)c1	103	-0.1
O=C(CNc1ccc(Cc2ccncc2)cc1)c1cccc2ccccc12	105	0.2
CC1CC(=O)N(CC(=O)Nc2ccccc2)c2ccccc2S1(=O)=O (configuration not stated)	100	0
Cc1ccc(-n2nc(-c3ccco3)cc2C(=O)O)cc1	99	-0.6
COC(=O)C1CC2(C(=O)O)CC(C(=O)O)(CC(C(=O)OC)C2=O)C1=O (configuration not stated)	104	0.8
COc1ccc(-c2c(C)c3ccc(O)c(CN4CCCC4)c3oc2=O)cc1OC	109	0.4
CCC(C)NS(=O)(=O)c1ccc(S(=O)(=O)N(Cc2ccc(C)o2)C2CCCC2)cc1 (configuration not stated)	102	-0.1
Cc1nnc(SCC(=O)NCc2ccccc2)n1C(C)C	101	-0.6
CN(C1CCCCC1)S(=O)(=O)c1ccccc1C#N	98	0
Cc1ccccc1NC(=O)c1cc2c(-c3ccccc3)nn(-c3ccccc3)c2s1	107	0.3
Cc1cccc(OCCCCn2c(C3CC(=O)N(c4ccc(C)cc4C)C3)nc3ccccc32)c1 (configuration not stated)	99	-1.4
CCc1ccc(CNC(=O)c2cnc3sc(N4CCOCC4)nn3c2=O)cc1	109	0.3
CC(C)NC(=O)C1CCCN(c2ncnc3onc(-c4ccc(F)cc4)c23)C1 (configuration not stated)	104	-0.4
O=C1CCC(C(=O)OCc2cccc(C(F)(F)F)c2)=NN1	104	0.1
O=c1c2ccc(-c3nnc4n3-c3ccccc3SC4)cc2nc2n1CCCCC2	103	0
Cc1cccc2c1N(C(=O)c1c(-c3c(Cl)cccc3Cl)noc1C)CCC2	110	0.7
CN(CC(=O)Nc1ccc(C(N)=O)cc1)Cc1ccc(C(F)(F)F)cc1	102	-0.1
COc1ccc(N(CCC(=O)O)S(=O)(=O)c2cccc(Cl)c2)cc1	104	0.1
CC(C)CCNC(=O)C1CCN(Cc2ccccc2Cl)CC1	104	0.7
CCOC(=O)N=S(N)(=O)c1ccc(Cl)cc1 (configuration not stated)	105	0.5
O=C1CCCC(O)=C1N=Nc1ccccc1C(=O)O	97	-0.4
CC1(C)CCCC2=C1CC1C(=O)NNC(=O)C1C2 (configuration not stated)	106	0.5
COc1cc2ccccc2cc1C(=O)N1CCN(c2nc3c(C)cc(C)cc3s2)CC1	112	1.3
O=C(c1ccco1)N1C(=O)c2cccc3cccc1c23	100	0
CC1(C)C(=O)Nc2ccccc2N1C(=O)CSc1ncnc2ccccc12	108	1
N#Cc1cc2c(nc1SCc1ccccc1)CCCC2=O	99	-0.3
Cc1cc(C)c(NS(=O)(=O)c2ccc3c(c2)NC(=O)CCS3)c(C)c1	113	1.1
COc1cccc(Oc2coc3cc(OCC(N)=O)ccc3c2=O)c1	99	-0.4
N#Cc1nc(-c2ccc(Cl)cc2)oc1NCc1ccccc1	103	0.1
CC(C)CC(F)Cc1cnc(=O)[nH]c1 (configuration not stated)	103	0.3
CN(C)c1cc(C(=O)O)ccn1	100	-0.5
O=C1CC(SC(=Nc2ccccc2)Nc2ccccc2)C(=O)N1CCc1ccccc1 (configuration not stated)	106	0.3
CCOC(=O)N1CC=C2C(C#N)=C(N)C(C#N)(C#N)C(Cc3ccccc3)C2C1 (configuration not stated)	101	0.1
COc1ccc(OC)c(S(=O)(=O)N2CCOCC2)c1	100	0.1
COc1ccc(/C=C2/SC(=S)N(C)C2=O)cc1	103	0.4
CC1CCCC(C)N1C(=O)COC(=O)c1ccc(C(F)(F)F)cc1 (configuration not stated)	102	-0.1
CSc1ccc(S(=O)(=O)NC2CCCCC2)cc1	102	0.7
COc1ccccc1N1CCN(c2ncc3c(n2)CCN(Cc2ccccc2C)C3)CC1	109	0.5
O=C(NCCOCCn1c(=O)oc2ccccc21)Nc1ccc(F)cc1F	106	0.1

Compounds shown so far that contain an aryl thioether with sulfur outside any ring, in the order listed:
SMILES	Polio RdRp inh	Polio RdRp inh FP z-score
Cc1cccc(NC(=O)CSc2ncc3c(n2)-c2ccccc2N(Cc2ccc(F)cc2)S3(=O)=O)c1C	113	0.5
CCSc1nc2ccccc2c(=O)n1C1CCOC(C)(C)C1 (configuration not stated)	100	-0.1
Cn1ccnc1SCC(=O)Nc1ccc(S(N)(=O)=O)cc1	105	0.9
CCCn1c(SCC(=O)c2ccccc2)nnc1C(C)C	103	0.4
Cc1ccc(S(=O)(=O)/N=C2\C=C(Sc3ncn[nH]3)C(=O)c3ccccc32)cc1	102	0.2
O=C1CCCCC1Sc1nnc(-c2ccco2)n1-c1ccccc1 (configuration not stated)	105	0.3
Cc1cc(=O)[nH]c(SCC(=O)OCc2ccccc2)c1C#N	100	-0.2
CCSc1nnc(-c2ccc(Cl)cc2)o1	100	0
Cc1nnc(SCC(=O)NCc2ccccc2)n1C(C)C	101	-0.6
CC1(C)C(=O)Nc2ccccc2N1C(=O)CSc1ncnc2ccccc12	108	1
N#Cc1cc2c(nc1SCc1ccccc1)CCCC2=O	99	-0.3
CSc1ccc(S(=O)(=O)NC2CCCCC2)cc1	102	0.7

An excerpt, so the mix of outcomes need not match the whole.
